# Growth percent in the NCI-60 one-dose screen (48 h, 10 µM unless noted): 100 = growth as untreated, 0 = no growth, -100 = all killed.
# HOP-92 = HOP-92 NSCLC cells. AID 1794738. 71,000 tested, 6.3% active
# HOP-62 = HOP-62 NSCLC. AID 1794735. 80,000 tested, 3.9% active
# M14 = M14 melanoma | 80,000 tested, 6.2% active | AID 1794745
# EKVX = EKVX NSCLC | 71,000 tested, 3% active | AID 1794765
# UACC-62 = UACC-62 melanoma; AID 1794756; 81,000 tested, 5.4% active
# A549/ATCC = A549/ATCC NSCLC; AID 1794740; 81,000 tested, 3.7% active
# CCRF-CEM = CCRF-CEM leukemia | 77,000 tested, 7% active
# RPMI-8226 = RPMI-8226 leukemia cells. 77,000 tested, 7.5% active
# * = called active by the depositor; / = not tested or not shown; & = joins results of further samples. How the source made its calls: active means growth percent below 10; inactive means the rest.
compound	HOP-92	HOP-62	M14	EKVX	UACC-62	A549/ATCC	CCRF-CEM	RPMI-8226
Nc1ccccc1-c1ccc(-c2ccc(Br)cc2)c2c1[nH]c1ccccc12	103.5	80.2	82.3	/	73.7	77.5	84.2	82.8
CCOC(=O)C1C(=O)C(=O)N(Cc2ccccc2)C1C(=O)OCC (configuration not stated)	98.2	/	106.7	94.4	110.0	/	103.5	111.7
O=C1NC(=O)c2cccc3cccc1c23	84.9	107.6	106.5	95.3	94.7	76.1	91.3	99.8
O=C(Nc1ccc(Br)cc1)Nc1ccc(-c2ccc3c(c2)NC(=O)/C3=C\c2ccc[nH]2)cc1	92.1	53.1	32.3	42.3	24.7	37.7	25.3	32.2
COC(=O)[C@]12CC[C@@H](C)[C@H](C)[C@@H]1C1=CC[C@@H]3[C@@]4(C)C[C@@H](OC(C)=O)[C@H](O)[C@@](C)(CO)[C@@H]4[C@H](O)C[C@@]3(C)[C@]1(C)CC2	-87.7*	-89.8*	-69.1*	-91.8*	/	-88.3*	-68.0*	-29.4*
COc1ccc(/C=N/NC2=NC3C(N2)N(C)C(=O)N3C)cc1 (configuration not stated)	91.2	92.3	99.7	100.0	96.9	103.0	/	128.9
N#CC1(Nc2ccc3ccccc3c2)CCCC1	70.2	84.4&88.0	97.0&98.8	93.5&83.8	94.1&91.5	107.2	98.7&85.7	87.8&88.5
CCNC(=O)N1CCc2cc(OC)c(OCCc3ccc(OC)nc3)cc2C1c1ccc(C)cc1C (configuration not stated)	/	21.8	12.9	39.3	25.6	4.7*	27.0	9.2*
CCOC(=O)/C(=C/c1ccncc1)C(=O)c1ccccc1	82.0	/	100.7	98.8	102.2	83.0	102.5	103.0
CC1CC=CCC1(CO)CO (configuration not stated)	76.4	107.0	105.9	105.2	98.2	105.0	96.3	99.7
O=C1N(O)C2(C=CCCC2)/C(=N/O)C12CCCCC2 (configuration not stated)	74.2	104.5	97.0	95.5	104.6	101.3	99.2	96.8
COc1ccc(-c2csc(NC(=O)N3CCN(c4cc5c(cc4F)c(=O)c(C(=O)O)cn5C4CC4)CC3)n2)cc1	-25.6*	20.0	9.8*	23.1	-14.2*	3.2*	8.0*	/

# Arranged by SMILES length (high to low): four of the compounds above
compound	HOP-92	HOP-62	M14	EKVX	UACC-62	A549/ATCC	CCRF-CEM	RPMI-8226
COc1ccc(-c2csc(NC(=O)N3CCN(c4cc5c(cc4F)c(=O)c(C(=O)O)cn5C4CC4)CC3)n2)cc1	-25.6*	20.0	9.8*	23.1	-14.2*	3.2*	8.0*	/
CCNC(=O)N1CCc2cc(OC)c(OCCc3ccc(OC)nc3)cc2C1c1ccc(C)cc1C (configuration not stated)	/	21.8	12.9	39.3	25.6	4.7*	27.0	9.2*
O=C1NC(=O)c2cccc3cccc1c23	84.9	107.6	106.5	95.3	94.7	76.1	91.3	99.8
CC1CC=CCC1(CO)CO (configuration not stated)	76.4	107.0	105.9	105.2	98.2	105.0	96.3	99.7

# (cont.)
compound	HOP-92	HOP-62	M14	EKVX	UACC-62	A549/ATCC	CCRF-CEM	RPMI-8226
COc1ccc2nc3cc(Cl)ccc3c(N)c2c1	91.3	-94.3*	-95.6*	/	-96.4*	-73.0*	-5.6*	-1.7*
[N-]=[N+]=C1C(=O)NC(=O)N2C3CC(O)C(COC12)O3 (configuration not stated)	99.2	95.3	100.5	105.6	117.9	96.4	113.5	109.4
COc1ccc(/C=C/c2c(C(C)=O)c(C)nc3ccccc23)cc1	79.3	79.2	99.2	81.7	52.4	80.6	77.7	60.2
O=C(Cn1c2ccccc2c2ccccc21)Nc1ccc(-c2nc3ccccc3s2)cc1	107.0	101.0	114.0	103.4	95.3	99.1	105.7	118.0
COc1ccc(NC(=O)c2ccc(Nc3ncnc4c3cnn4-c3cccc(F)c3)cc2)cc1	96.4	101.0	98.4	101.0	94.8	100.6	97.2	96.6
O=C(c1ccccc1)N1N=C(c2ccccc2)CC1c1nnc2n(Cc3ccccc3)c(=O)c3c4c(sc3n12)CCCC4 (configuration not stated)	95.3	98.0	110.6	102.1	111.8	89.3	/	91.6
COCCNC(=O)Cc1c(-c2ccc(OC)cc2)oc2c(OC)c3c(c(OC)c12)OCO3	103.0	104.3	101.9	99.7	94.3	98.3	97.1	92.3
O=C(/C=C/c1cn(-c2ccccc2)nc1-c1ccccc1)c1cc2ccccc2oc1=O	98.4	100.6	100.2	93.8	80.2	104.1	76.1	96.9
Cc1ccc(C2(c3ccccc3)NC(=O)NC2=O)cc1 (configuration not stated)	117.5	110.6	111.9	110.6	94.8	98.9	/	104.4
O=c1[nH]c(O)c(/C=N/C(=S)N=Nc2c(O)[nH]c3ccccc23)c(=O)[nH]1	103.3	85.6	100.0	92.9	99.9	102.1	104.1	107.9
COc1cc(/C=C2\C(=O)Nc3ccccc32)ccc1OCc1ccc(F)cc1	99.8	100.4	/	97.7	92.7	107.8	102.4	106.9
Clc1ccc(NCc2cn(-c3ccccc3)nc2-c2ccc(OCc3ccccc3)cc2)cc1	101.6	84.4	94.2	83.5	72.4	71.5	91.4	85.8
Fc1cccc(Oc2ccc(Nc3ncnc4ccc(OCCCN5CCOCC5)cc34)cc2Cl)c1	54.3	82.5	-44.0*	20.7	71.6	48.3	58.8	38.5
COc1cc(C(C)(C)C)cc(OC)c1C(O)(c1c(OC)cc(C(C)(C)C)cc1OC)c1c(OC)cc(C(C)(C)C)cc1OC	-66.2*	-95.3*	-94.6*	-50.5*	-86.3*	-54.4*	-68.0*	-27.1*
COc1ccc(C(=O)c2ccc(OC)c(OC)c2)cc1OC	58.7	84.7	107.9	104.8	105.4	103.8	98.6	101.0
COc1ccc(-c2nc(-c3nc4ccc(C)cc4[nH]3)c3ccccn23)cc1	-2.5*	52.0	46.5	/	47.0	24.2	18.7	-6.4*
O=C(O)CCCSc1nc(-c2ccccc2)cc(-c2ccc(Cl)cc2)n1	100.8	114.3	101.9	98.2	105.0	100.0	111.7	106.5
CC1=C(Br)C(=O)C(c2c(C)cc(C)c(Br)c2C)=C(Br)C1=O	92.1	72.8	58.5	/	75.7	/	/	19.0
N#C/C(=C\c1ccc2c(c1)OCO2)c1nc(N)nc(Nc2ccc(S(N)(=O)=O)cc2)n1	119.6	106.5	104.6	90.7	99.9	101.8	103.6	109.4
Cc1nc(-c2ccccc2)cc2c(O)c(C(=O)N/N=C/C=C/c3ccccc3)[nH]c(=O)c12	/	109.5	106.2	97.8	109.7	97.5	94.4	102.7
Fc1ccc(C(c2ccc(F)cc2)C(Cl)(Cl)Cl)cc1	97.9	/	106.4	109.7	103.6	98.7	104.7	116.0
C=C(C)[C@@H]1CC[C@]2(C=NCCCNCCCCNCCCN)CC[C@]3(C)[C@H](CC[C@@H]4[C@@]5(C)CCCNC(C)(C)[C@@H]5CC[C@]43C)[C@@H]12	92.4	92.9	98.5	102.4	100.2	88.8	94.4	107.4
CNCC(=O)Nc1cccc(Cl)c1C	99.8	103.2	105.3	99.0	100.3	102.4	104.8	112.2
O=C(c1ccc(Cl)cc1)C(c1c[nH]c2ccccc12)c1c[nH]c2ccccc12	-15.7*	16.0	-71.0*	-69.0*	-53.4*	4.9*	2.4*	-27.9*
O=C1C(=O)/C(=C/c2ccccc2)CCCCCC/C1=C/c1ccccc1	90.3	10.3	50.0	/	79.6	86.1	4.3*	-33.5*
CCOC(=O)c1cc(Cl)c(O)c(Cl)c1	108.9	105.9	104.8	109.4	105.1	100.3	90.8	100.8
CC(C)C(/C=C/c1[nH]ncc1-c1cc(Cl)ccc1O)N1CCOCC1 (configuration not stated)	88.4	92.3	97.5	95.9	87.1	96.7	97.7	94.5
C=CCOc1nc(N)nc(N)n1	57.5	98.1	112.1	114.8	94.2	93.5	58.2	35.7
COc1ccc2[nH]c(C)cc2c1C	90.8	89.5	107.4	102.2	106.3	82.8	77.5	101.1
O=C1/C(=C/c2c[nH]c(=O)[nH]c2=O)SC(=S)N1Cc1ccccc1	98.5	101.5	98.8	74.6	91.5	100.5	103.8	101.0
COc1ccc(-c2cnc3ncnn3c2-c2cc(OC)c(OC)c(OC)c2)cc1O	96.5	99.1	103.9	91.9	103.1	95.3	103.7	109.3
CCCCc1[nH]nc(-c2n[nH]c(CCCC)c2C)c1C	89.4	98.8	94.7	82.8	89.6	98.0	57.0	96.0
CN1C2CCC1/C(=C\c1ccc(F)cc1)C(=O)/C2=C/c1ccc(F)cc1	/	76.7	41.2	60.4	26.4	36.6	16.5	11.0
O=C1/C(=C/c2ccc(F)cc2)COc2ccc(O)cc21	104.4	104.2	88.1	100.9	85.2	92.5	5.2*	-19.0*
COC(=O)C(Cc1cnc[nH]1)NC(=O)CCCn1c(C)c(C)c2c1N=C(SC)N1CC(=O)N=C21 (configuration not stated)	91.6	103.5	106.2	94.9	108.5	97.7	104.6	99.9
Fc1ccc(/C=C(/C2=NCCN2)n2ccc3ccccc32)cc1	73.5	99.4	91.2	97.3	88.9	103.1	100.0	99.1
CC/C=C\C/C=C\C/C=C\CCCCCCCCOc1ccccc1CCOP(=O)(O)OCC[N+](C)(C)C	104.3	112.1	105.0	99.7	95.3	101.5	102.0	/
Nc1ccc(S(=O)(=O)Nc2ncc(Br)cn2)cc1	109.7	103.7	104.1	97.4	99.1	113.1	114.7	105.6
COc1ccc(C2=N[C@@H](Cc3ccccc3)C(=O)c3c(nc4ccccn34)N2)cc1	95.6	88.2	98.3	/	99.5	102.8	99.4	98.1
Cc1cccc(NC(=O)CSc2nc3ccccc3[nH]2)c1	88.4	88.7	106.7	93.4	85.1	101.3	101.5	99.8
COc1cc2nc(Cl)nc(Nc3cccc(C4=NN(C(C)=O)C(c5ccc6c(c5)OCO6)C4)c3)c2cc1OC (configuration not stated)	77.1	96.9	81.3	66.1	80.7	50.5	46.5	36.1
C=CC(=O)OCCCl	100.4	97.4	100.6	103.6	87.4	95.2	114.9	/
COc1ccc(/C=C2\C=C(c3ccccc3)N(CCc3ccccc3)C2=O)cc1	34.7	71.4	87.1	73.4	68.7	76.9	16.2	/
O=C(O)c1ccc(SSc2ccc(C(=O)O)cc2)cc1	94.3	112.3	96.3	113.6	96.7	103.2	85.9	87.9
CCCCSCCCCO	96.2	93.8	94.4	/	108.2	93.8	105.1	110.7
Cc1cc(N)cc(C)c1-c1c(Br)cc(N)cc1Br	/	25.1	10.8	51.8	48.9	25.2	8.4*	/
Oc1ccc(CCc2ccccc2)cc1	108.1	100.2	113.8	101.0	101.8	95.6	64.5	99.4
CN1CCN(c2ccc3nc(/N=C/c4ccc5sc(-c6ccc(Cl)cc6)nc5c4)sc3c2)CC1	117.3	103.8	103.9	100.0	108.0	102.9	104.1	107.6
O=C(NCCN1CCOCC1)c1cccc(N2C(=O)/C(=C/c3cccc(F)c3)SC2=S)c1	91.6	102.6	87.6	88.2	86.5	95.9	96.9	93.5
O=c1ccc(=O)n(-c2nc(-c3ccc(Cl)cc3)cs2)[nH]1	73.6	86.5	82.8	80.0	82.3	103.2	75.0	84.2
CC(=O)C1/C(=N/O)CON(Cc2ccccc2)C1c1ccccc1 (configuration not stated)	89.3	101.2	100.4	98.4	93.2	105.6	85.3	97.9
Cc1ccc2nc(C)c(-c3nnc(SCc4cc(F)ccc4F)o3)n2c1	87.0	85.6	106.8	80.7	75.7	105.1	112.7	82.0
COC(OC)C1(CCc2ccccc2)NC(=O)NC1=O (configuration not stated)	/	/	100.1	121.3	/	106.2	97.9	96.3
OC1(O)CCN(Cc2ccccc2)CC1	/	104.8	104.9	92.8	97.3	95.8	112.0	114.5
N#Cc1c(-c2ccccc2)nc2c(N=Nc3ccc(S(N)(=O)=O)cc3)c(N)nn2c1N	73.1	85.5	102.0	95.0	91.6	94.9	79.3	79.6
COc1ccc2nc(-c3ccc(-n4c(=O)c5cccnc5n(-c5ccc(Cl)cc5)c4=O)cc3)sc2c1	76.5	91.6	101.9	88.5	96.7	103.8	88.9	76.8
CCCCCCCCCCCCCCCCCCOc1ccc(CC(=O)NCC[N+]2(C)CCCC2)cc1	106.6	100.9	102.7	110.7	96.4	89.5	96.8	101.4
Nc1ncc(-c2ccc(NS(=O)(=O)c3ccc(Cl)cc3)cc2)[nH]1	/	89.2	89.4	94.3	73.2	85.9	50.6	55.9
CCCCCCCC/C=C\CCCCCCCC(=O)OCCCCCCCCCCCCCCCC	/	121.4	108.3	96.5	110.0	90.3	92.4	101.9
N#C/C(=C\c1ccc(-c2ccc(Cl)cc2)o1)C(=O)Nc1ncc(Cc2ccc(Cl)cc2)s1	94.6	-9.3*	39.1	33.7	46.1	-8.3*	41.4	85.2

# (cont.)
compound	HOP-92	HOP-62	M14	EKVX	UACC-62	A549/ATCC	CCRF-CEM	RPMI-8226
O=C1c2cccc(-c3ccc(C(F)(F)F)cc3)c2C2CC=CCN12 (configuration not stated)	57.1	91.8	102.2	/	74.9	79.7	86.6	68.4
O=C(Nc1ccncc1)C(=O)c1cn(S(=O)(=O)c2cccc(Cl)c2F)c2ccccc12	/	89.6	59.2	59.2	57.0	82.8	66.4	50.2
O=C(NCCCCCCNC(=O)c1ccccc1)c1ccccc1	/	116.7	104.0	/	/	105.5	96.4	91.3
O=S(=O)(O)c1ccc(N=Nc2ccc(N=Nc3cc(S(=O)(=O)O)c4ccccc4c3O)cc2)cc1	89.3	91.0	95.6	97.2	92.9	96.7	91.1	95.5

# An excerpt from above, limited to EKVX, UACC-62 and RPMI-8226.
canonical_smiles | EKVX | UACC-62 | RPMI-8226
O=S(=O)(O)c1ccc(N=Nc2ccc(N=Nc3cc(S(=O)(=O)O)c4ccccc4c3O)cc2)cc1 | 97.2 | 92.9 | 95.5
O=C(NCCCCCCNC(=O)c1ccccc1)c1ccccc1 | / | / | 91.3

# High-throughput results (PubChem BioAssay)
